Screening data (PubChem BioAssay)
HP1b chromo inh: HP1-beta chromodomain-methylated histone interaction inhibition; hit rate 0.56% among 390,000; Potency, µM (series often up to 114 µM), for the others: at the top dose activity change, negative = inhibition, usual class: inhibitors; P83916; AlphaScreen HP1-beta / biotin-H3K9me3 peptide binding; note: nearly all actives have a fitted effect of over 70% in size; inactives centre near 23
Target sequence (P83916 whole entry, looked up): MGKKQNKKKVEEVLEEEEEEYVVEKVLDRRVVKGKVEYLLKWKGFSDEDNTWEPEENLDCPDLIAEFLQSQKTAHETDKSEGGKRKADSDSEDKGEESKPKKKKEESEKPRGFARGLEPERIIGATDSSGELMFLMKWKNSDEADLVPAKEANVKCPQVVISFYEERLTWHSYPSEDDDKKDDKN
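AlphaScreen: HP1-beta (50 nM) preformed 30 min with biotin-H3(1-18)K9me3 peptide (50 nM) in PBS pH 7.4, 0.01% Tween-20. Compound added for 30 min at RT, then streptavidin donor/nickel chelate acceptor beads (10 ug/mL) for 30 min.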
Pin1 inhibitor: inhibitors of human Pin1 | Q13526 | Pin1 FP peptide displacement, HiFluor488, 10 min | Potency, µM (doses to about 115 µM), for inactives: at the top dose activity, negative = inhibition, actives largely listed as inhibitors | hit rate 0.009% among 390,000 | AID 504891; active = well fitted inhibition curve with a large enough effect in the polarisation, with a control signal flat, not every such curve was filed as active; inconclusive = small, poorly fitted or top-dose-only effect, or effect the other way, or a change in a side signal; inactive = no such curve, though single readings can be large or run the other way; the % refers to the polarisation; note: % is set by controls: 0 for no effect and ±100 for the full control effect
Tb PGK inh: blocks T. brucei phosphoglycerate kinase; P07378; PGK/GAPDH coupled, Kinase-Glo luminescence, 60 min; Potency, µM (top dose mostly 57.5 µM), for inactives: top-dose activity change, negative = inhibition, most hits filed as inhibitors; hit rate 0.043% among 380,000; note: % is set by controls: 0 for no effect and ±100 for the full control effect; nearly all actives have a fitted effect of over 60% in size
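Luminescent ATP detection (Kinase-Glo Plus) follows a 60-minute room-temperature incubation, with wells lacking PGK as controls. Buffer: 100 mM TEA (pH 7.6), 5 mM MgCl2, 0.01% Tween-20. Coupling enzyme GAPDH (100 nM final) supplies unstable 1,3-BPG in-well.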
GLS inh: blocks human kidney-isoform glutaminase activity; O94925; GLS enzymatic activity, qHTS titration; Potency, µM (series often up to 45.5 µM), for inactives: at the top dose activity change, negative = inhibition, usual class: inhibitors; hit rate 0.21% among 410,000; AID 624170; note: % is set by controls: 0 for no effect and ±100 for the full control effect
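Read-out is an Amplex red fluorescence increase coupled through glutamate oxidase and HRP, measured before and after 30 min room-temperature incubation. hKGA is in 45 mM KH2PO4 (pH 8.2) with 0.02% Tween-20; glutamine added as 1mM solution.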
ERG Ets-DNA blk: ERG Ets/DNA interaction inhibition; P11308; fluorescence polarization, His-ERG Ets domain / labelled DNA; Potency, µM (highest dose often 76.9 µM), without a hit: at the highest dose FP activity, negative = inhibition, hits mostly inhibitors; hit rate 0.028% among 370,000; active = well fitted inhibition curve with a large enough effect in the polarisation, with a control signal flat; inconclusive = small, poorly fitted or top-dose-only effect, or effect the other way, or a change in a side signal; inactive = no such curve, though single readings can be large or run the other way; the % refers to the polarisation;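 note: polarization taken with two DNA probes labelled with fluorescein and Texas red; % of control where 0% means no effect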
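His-tagged ERG Ets domain (1 uM in the protein solution; 300mM KCl, 50mM Tris-HCl, 1mM EDTA, 1mM DTT, pH 7.5) received compound, then a probe mix of 5 nM fluorescein-DNA and 100nM Texas-615-DNA. Fluorescence polarization was read for both dyes.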
JMJD2A Tudor: blocks the human JMJD2A Tudor domain. O75164. AlphaScreen JMJD2A-Tudor / H3K4me3 peptide binding. Potency, µM (highest dose often 114 µM), for inactives: at the top dose activity change, negative = inhibition, usual class: inhibitors. hit rate 4.4% among 390,000. AID 504339; note: % is set by controls: 0 for no effect and ±100 for the full control effect; nearly all actives have a fitted effect of over 50% in size
ALOX12 inh: inhibitors of human 12S-lipoxygenase ALOX12. P18054. purified 12hLO, xylenol orange hydroperoxide absorbance. Potency, µM (titrated, usually from 108 µM), for inactives: at the top dose activity change, negative = inhibition, most hits filed as inhibitors. hit rate 1.1% among 580,000. AID 1671190; note: % is set by controls: 0 for no effect and ±100 for the full control effect
Target sequence (P18054 whole entry, looked up): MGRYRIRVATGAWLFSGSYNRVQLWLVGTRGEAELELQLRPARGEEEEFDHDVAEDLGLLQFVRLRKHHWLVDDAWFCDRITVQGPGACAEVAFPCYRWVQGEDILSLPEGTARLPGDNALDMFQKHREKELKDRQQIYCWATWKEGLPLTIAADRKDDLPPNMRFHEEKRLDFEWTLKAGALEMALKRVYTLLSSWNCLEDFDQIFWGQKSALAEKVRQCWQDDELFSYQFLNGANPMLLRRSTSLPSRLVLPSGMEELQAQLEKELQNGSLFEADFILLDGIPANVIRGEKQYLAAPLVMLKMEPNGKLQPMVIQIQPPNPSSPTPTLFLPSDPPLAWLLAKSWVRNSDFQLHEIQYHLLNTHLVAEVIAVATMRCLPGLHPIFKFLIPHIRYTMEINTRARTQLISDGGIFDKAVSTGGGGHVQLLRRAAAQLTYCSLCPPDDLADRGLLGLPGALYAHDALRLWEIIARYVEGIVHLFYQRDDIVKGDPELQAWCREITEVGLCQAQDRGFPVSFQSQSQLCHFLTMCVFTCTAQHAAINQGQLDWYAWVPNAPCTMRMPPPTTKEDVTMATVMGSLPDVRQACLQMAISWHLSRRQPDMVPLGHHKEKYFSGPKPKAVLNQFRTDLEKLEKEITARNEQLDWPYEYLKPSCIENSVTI
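Purified human 12hLO at 150 nM in 25 mM Hepes, 0.01% Triton X-100, pH 7.0, preincubated 15 min at room temperature with compound. Reaction started with 40 uM arachidonic acid, 30 min at room temperature. Hydroperoxide measured by Fe-xylenol orange, 573/405 nm absorbance ratio.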
rTrxR1 inhibitor: blocks rat thioredoxin reductase 1. recombinant rTrxR1, NADPH fluorescence consumption, selenite substrate. Potency, µM (doses to about 114 µM), inactives show at the highest dose activity change, negative = inhibition, hits mostly inhibitors. hit rate 1% among 390,000; note: % is set by controls: 0 for no effect and ±100 for the full control effect; nearly all actives have a fitted effect of over 65% in size
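Rat TrxR1 (90 nM in the dispensed reagent) was pre-reduced with 400 uM NADPH for 5 min at room temperature, then incubated with compound for 15 min. After 400 uM selenite was added, NADPH fluorescence (Ex 340/Em 450 nm) was followed for 8 min.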
RGS4 inh: inhibitors of human regulator of G protein signaling 4 | Transcreener GDP fluorescence polarization, RGS4-accelerated GTP hydrolysis | Potency, µM (highest dose often 114 µM), without a hit: top-dose activity change, negative = inhibition, hits mostly inhibitors | P49798 | hit rate 0.039% among 390,000 | AID 504845; note: % is set by controls: 0 for no effect and ±100 for the full control effect; nearly all actives have a fitted effect of over 75% in size; some results filed as inactive show a strong effect at the top dose
Target sequence (P49798 whole entry, looked up): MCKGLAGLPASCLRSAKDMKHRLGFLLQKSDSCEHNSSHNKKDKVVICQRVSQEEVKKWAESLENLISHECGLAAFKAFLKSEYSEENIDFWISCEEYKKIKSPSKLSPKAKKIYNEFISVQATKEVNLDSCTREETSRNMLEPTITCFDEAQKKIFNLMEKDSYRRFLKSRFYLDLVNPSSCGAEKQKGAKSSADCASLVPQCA
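MLSMR compounds (23 nl, pin-transferred) preincubated 10 min at room temperature with a 500nM (2x) first reagent, then RGS4 at 900nM (2x) plus Transcreener GDP mix added; fluorescence polarization (620/688 nm) read before and after 90 min at 30 °C.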
* marks the source's active call; other numbers are inactive results; i = inactive; ? = inconclusive; · = no result given; & = joins results of further samples; [ ] = another dose, or the depositor's remark. Unless noted, calls come from the whole dose curve; as a rule, active = well fitted curve in the direction sought with a large enough effect; inconclusive = small, poorly fitted or top-dose-only effect, or another doubt; inactive = no such curve, though single readings can be large; an effect the other way counts as inactive or inconclusive. Potency is the fitted concentration of half-maximal effect. Not all compounds are listed; count on the stated rates, not on these rows.

Below each SMILES – HP1b chromo inh	Pin1 inhibitor	Tb PGK inh	GLS inh	ERG Ets-DNA blk	JMJD2A Tudor	ALOX12 inh	rTrxR1 inhibitor	RGS4 inh
- Cc1cccc(NC(=O)CS(=O)CC(=O)Nc2cnc3ccccc3c2)c1C (stereo not given)
  15.1%	5.7%	-1.4%	11.9%	-6.0%	-5.7%	-10.5%	24.3%	15.9%
- CCOc1cc(NC(=O)C2CC2)c(OCC)cc1NC(=O)c1ccccc1OCC
  -7.4%	-11.8%	-7.4%	7.4%	4.0%	-24.3%	0.0%	1.0%	5.8%
- COc1cccc(C(=O)NNC2OC(CO)C(O)C2O)c1 (stereo not given)
  25.3%	-6.7%	6.9%	-21.5%	-4.6%	-12.4%	13.3%	15.8%[57.1 µM]	20.7%
- COc1ccc(C(=O)OCC(=O)NC(C)CCc2ccccc2)c(OC)c1 (stereo not given)
  24.4%	0.3%	-7.3%	-2.0%	6.2%	4.7%	0.0%	?	-19.6%
- CCn1nc(C(=O)OCC(=O)c2ccc(F)cc2)c2ccccc2c1=O
  38.3%	5.3%	7.2%	3.9%	1.8%	-12.3%	0.0%	13.5%	-13.0%
- O=C(NCc1ccc(F)cc1)c1ccc(Cn2c(SCc3ccc(F)cc3)nc3cccnc32)cc1
  33.6%	38.1%[activator]	i	0.6%	-5.8%	-4.0%	-13.3%	16.5%	-32.0%
- CC(C)c1ccc(S(=O)(=O)N2CCN(C(=O)c3ccc(N4CCCC4)c([N+](=O)[O-])c3)CC2)cc1
  -13.9%	-4.8%	-0.8%	1.0%	11.0%	?	1.2%	-6.4%	22.5%
- O=C(c1cccs1)N(Cc1ccco1)Cc1cc2ccccc2[nH]c1=O
  -18.2%	-7.9%	0.0%	8.9%	-2.1%	?	1.0%	-8.2%	-38.3%[56.9 µM]
- COc1ccccc1NCCC(=O)OCC(=O)Nc1cc([N+](=O)[O-])ccc1F
  -16.6%	-8.2%	-3.1%	41.7%[activator]	6.5%	?	-16.6%	-7.6%	-24.5%
- O=c1[nH]c2ccccc2nc1-c1c[nH]c2ccccc12
  87.8%[activator]	-11.3%	7.8%	1.0%	-1.1%	42.1%[activator]	?	-12.9%	-4.3%

Carrying on:
Below each SMILES – HP1b chromo inh	Pin1 inhibitor	Tb PGK inh	GLS inh	ERG Ets-DNA blk	JMJD2A Tudor	ALOX12 inh	rTrxR1 inhibitor	RGS4 inh
- O=C(CSc1nccn1C1CCCC1)Nc1cccc(F)c1
  9.3%	6.9%	3.8%	-10.2%	7.1%	-29.0%	-26.1%	6.1%[57.1 µM]	1.1%
- CCCCNC(=O)COC(=O)c1cc(F)c(F)cc1Cl
  11.3%	1.9%	-3.4%	-8.5%	0.5%	-6.5%	17.1%	13.8%	-11.9%
- Cc1nc(C)c(C(=O)N/N=C/c2cc(Br)ccc2O)s1
  43.1%[activator]	17.3%	6.5%	5.6%	-1.9%	?	-10.6%	11.9%	2.8%
- COC(=O)c1c(NC(=O)c2ccoc2C)sc(C)c1C
  41.0%[activator]	-0.8%	0.0%	-16.0%	-10.8%	-5.5%	i	29.3%	-6.7%
- CCn1nc(C(=O)OC(C(=O)c2c[nH]c3ccccc23)c2ccccc2)c2ccccc2c1=O (stereo not given)
  -4.8%	34.7%[activator]	1.0%	-2.3%	-7.0%	-29.1%	-11.4%&-29.4%	7.3%	12.5%
- COc1ccc(S(=O)(=O)N(CC(=O)O)Cc2ccccc2)cc1OC
  14.0%	1.2%	·	5.4%	-1.4%	-8.0%	4.6%	14.4%	22.4%
- COCCn1cnc2c1c(=O)n(Cc1ccccc1C#N)c(=O)n2Cc1ccccc1
  25.1%	0.6%	1.9%	-0.4%	-14.2%	-15.2%	-2.3%	13.9%	-3.5%
- CCCCSc1nnc(CSc2nc3nc(C)cc(C)n3n2)o1
  8.4%	?	-1.2%	2.4%	-6.3%	-5.7%	-21.4%	14.0%[57.1 µM]	-0.5%
- CCCC(C(=O)Nc1ccc(S(=O)(=O)Nc2ncccn2)cc1)c1ccccc1 (stereo not given)
  26.1%	-0.7%	2.4%	6.8%	5.7%	-7.6%	?	-8.5%	7.3%
- Cc1cccc(-c2nc3nc(C)cc(NCc4ccccc4Cl)n3n2)c1
  1.1%[57 µM]	?	-1.0%	-14.7%	-0.5%	-23.3%	-5.2%	-31.8%[57.1 µM]	-3.4%

An excerpt from above, limited to ALOX12 inh and JMJD2A Tudor:
SMILES,ALOX12 inh,JMJD2A Tudor
COc1cccc(C(=O)NNC2OC(CO)C(O)C2O)c1 (stereo not given),13.3%,-12.4%
COC(=O)c1c(NC(=O)c2ccoc2C)sc(C)c1C,i,-5.5%
CCn1nc(C(=O)OCC(=O)c2ccc(F)cc2)c2ccccc2c1=O,0.0%,-12.3%

Continued.
Below each SMILES – HP1b chromo inh	Pin1 inhibitor	Tb PGK inh	GLS inh	ERG Ets-DNA blk	JMJD2A Tudor	ALOX12 inh	rTrxR1 inhibitor	RGS4 inh
- Cc1sc2ncnc(SCC(=O)NC(C)(C)C)c2c1C
  40.6%[activator]	-1.9%	-1.9%	3.2%	9.2%	-26.4%	10.1%	33.3%[11.4 µM]	-9.1%
- O=C(N/N=C/c1ccccn1)c1ccc([N+](=O)[O-])cc1Cl
  29.0%	-2.6%	-0.7%	-2.7%	0.0%	-18.7%	16.8%	17.1%	20.8%
- CCCc1cc(C(=O)Nc2ccc(C(=O)c3ccccc3)cc2)n(C)n1
  66.4%[activator]	-0.6%	-2.9%	-6.0%	8.6%	9.6%	-6.0%	13.6%	-12.5%
- O=C(O)c1ccccc1SCc1cn2cc(Cl)ccc2n1
  25.1%	-10.7%	i	-3.8%	21.4%	-3.5%	-8.1%	19.6%	-3.0%
- CC[C@]12c3[nH]c4cc(-c5ccco5)ccc4c3CCN1C(=O)[C@@H](CC(=O)NCc1ccc(OC)c(OC)c1)C[C@@H]2C(=O)N1CCN(C(=O)c2ccco2)CC1
  -9.5%	40.4%[activator]	0.7%	0.1%	12.8%	-33.3%	?	-1.8%	-26.4%
- O=C(C1CCN(S(=O)(=O)Cc2ccccc2)CC1)N1CCN(c2ncccn2)CC1
  39.8%	0.3%	-1.8%	5.2%	0.5%	-6.9%	-3.7%	-8.3%	-15.2%
- CCN1C(=O)[C@H]2[C@@H](c3ccc(-c4cccc(Cl)c4)cc3)N[C@@](Cc3ccccc3)(C(=O)OC)[C@H]2C1=O
  37.8%	31.5%[activator]	-9.7%	1.9%	3.3%	-32.2%	-14.2%	8.2%[57.1 µM]	-12.7%
- Cc1ccc(C(=O)OCC(=O)c2c[nH]c3ccccc23)cc1S(=O)(=O)N1CCOCC1
  22.1%	12.3%	-8.5%	-14.4%	8.0%	-4.8%	-3.0%&-0.1%	-44.2%[57.1 µM]	-0.6%
- O=C(Nc1ccccc1C(=O)N1CCCC1)c1cccc(S(=O)(=O)N2CCCCCC2)c1
  27.0%	-2.3%	0.5%	-7.5%	-0.4%	9.4%	419.6%[activator]	-5.0%	-13.2%
- COc1cc(C(=O)Nc2ccc3c(c2)nc(C)n3C)cc(OC)c1OC
  37.5%[activator]	-5.9%	-6.2%	-8.6%	-5.0%	2.4%	0.0%	12.4%	11.7%

(next part)
Below each SMILES – HP1b chromo inh	Pin1 inhibitor	Tb PGK inh	GLS inh	ERG Ets-DNA blk	JMJD2A Tudor	ALOX12 inh	rTrxR1 inhibitor	RGS4 inh
- O=C1CC2(CCN(C(=O)c3cccc(F)c3)CC2)Oc2ccccc21
  42.7%[activator]	0.9%	-1.9%	-11.3%	11.4%	-11.1%	3.9%	4.3%[57.1 µM]	-11.0%
- N#CCCN1CCN(S(=O)(=O)c2ccc3c(c2)CCC3)CC1
  41.6%[activator]	-1.4%	-1.9%	2.5%	1.8%	-15.4%	359.5%[activator]	27.0%	-14.9%
- CC(=O)NCCNC(=O)c1ccc2c(=O)n(CCc3ccccc3)c(=O)[nH]c2c1
  19.6%	-0.2%	0.9%	1.9%	-2.9%	-7.2%	-29.0%	21.1%	36.5%
- Cc1cccc(C)c1NC(=O)CN(C)S(=O)(=O)c1ccc2c(c1)n(C)c(=O)c(=O)n2C
  40.0%[activator]	-2.6%	-9.5%	0.2%	4.5%	2.6%	-13.7%	0.1%	6.6%
- N#Cc1ccc(CSc2nnc(-c3cccnc3)n2-c2ccccc2)cc1
  32.0%	-7.8%	5.2%	15.8%	·	-9.0%	13.6%	24.3%	-5.6%
- O=c1[nH]c(/C=C/c2cccc(Br)c2)nc2ccccc12
  30.2%	9.6%	2.3%	0.1%	-3.1%	9.4%	?	15.9%[57.1 µM]	-21.2%
- O=C(Nc1ccc(-c2nnc(-c3ccco3)o2)cc1)C(c1ccccc1)c1ccccc1
  3.3%	13.0%	-7.0%	2.2%	1.7%	-28.7%	32.4%[activator]	13.5%	-15.1%

Three of the entries above in order of the RGS4 inh value, largest number first.
SMILES | RGS4 inh
COc1cccc(C(=O)NNC2OC(CO)C(O)C2O)c1 (stereo not given) | 20.7%
O=C(CSc1nccn1C1CCCC1)Nc1cccc(F)c1 | 1.1%
Cc1cccc(-c2nc3nc(C)cc(NCc4ccccc4Cl)n3n2)c1 | -3.4%
